Source: PubChem BioAssay (several laboratories)
UHRF1 binding: UHRF1 methylated DNA binding inhibitors, primary screen, counter-screen for MBD2 inhibitor project, biochemical, TR-FRET, human UHRF1, single concentration; E3 ubiquitin-protein ligase UHRF1 (Homo sapiens), Q96T88; UHRF1 binding to methylated oligo; inhibition, % at 4.4 µM; hit rate 0.75% among 370,000; in the data active = inhibition above about 21%;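 note: UHRF1 SRA domain binding a hemimethylated CpG hairpin DNA probe; 0% = median of test compound wells and 100% = reference inhibitor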
rCAG binder: binders of r(CAG) RNA repeats, primary screen, biochemical, fluorescence. inhibition, % at 3 µM. AID 651821, 2012. hit rate 1.3% among 370,000. r(CAG) RNA repeat, TO-PRO-1 dye displacement fluorescence;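 active = inhibition above the plate cutoff, the mean of all test compounds on that plate plus 3 SD, cut at about 35% in these data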;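 note: 0% = DMSO alone and 100% = 100 µM mitoxantrone as full dye displacement; higher means more dye released from RNA so lower well fluorescence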
PRMT1 FP inh: PRMT1 methyltransferase inhibitors, primary screen, biochemical, fluorescence polarization; recombinant PRMT1, activity-based probe fluorescence polarization; Protein arginine N-methyltransferase 1 (Homo sapiens), Q99873; inhibition, % at 2.79 µM; hit rate 1.3% among 370,000;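 active = inhibition above about 21% made by adding two undisclosed values, limit read from the data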
Target sequence (Q99873 whole entry, looked up): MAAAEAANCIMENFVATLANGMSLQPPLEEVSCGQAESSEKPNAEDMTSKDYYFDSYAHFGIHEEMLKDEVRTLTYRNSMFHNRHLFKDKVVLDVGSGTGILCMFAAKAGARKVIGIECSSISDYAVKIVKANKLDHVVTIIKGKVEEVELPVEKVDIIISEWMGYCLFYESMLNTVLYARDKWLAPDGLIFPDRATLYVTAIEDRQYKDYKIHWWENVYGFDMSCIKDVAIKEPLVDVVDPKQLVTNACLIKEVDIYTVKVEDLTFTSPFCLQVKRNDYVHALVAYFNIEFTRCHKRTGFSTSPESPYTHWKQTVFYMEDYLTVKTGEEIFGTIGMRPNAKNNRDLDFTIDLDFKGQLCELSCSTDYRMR
mABHD4 FP: ABHD4 inhibitors, primary screen, biochemical, fluorescence polarization, mouse; inhibition, % at 8.92 µM; hit rate 0.54% among 370,000; (Lyso)-N-acylphosphatidylethanolamine lipase (Mus musculus), Q8VD66; purified mABHD4, FP-Rh probe fluorescence polarization;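 active = inhibition exceeding the mean over every tested compound plus 3 SD, cut at about 30% in these data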;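 note: 0% = plate median of compound wells and 100% = S159A mutant with DMSO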
Target sequence (Q8VD66 whole entry, looked up): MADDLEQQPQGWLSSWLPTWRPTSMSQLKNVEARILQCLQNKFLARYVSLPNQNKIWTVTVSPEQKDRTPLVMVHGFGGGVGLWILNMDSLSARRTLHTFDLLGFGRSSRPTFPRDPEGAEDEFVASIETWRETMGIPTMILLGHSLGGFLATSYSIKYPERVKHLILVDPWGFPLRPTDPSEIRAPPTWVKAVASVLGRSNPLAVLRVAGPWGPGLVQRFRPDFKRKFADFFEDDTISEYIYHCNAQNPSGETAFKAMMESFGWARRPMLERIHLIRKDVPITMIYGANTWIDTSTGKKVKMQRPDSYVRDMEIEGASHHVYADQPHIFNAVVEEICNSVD
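Material: mouse ABHD4 enzyme, wild type; Benchmarks: S159A mutant high control, sample median low control; Buffer or medium: HEPES pH 7.0, NaCl, Pluronic buffer; Signal: fluorescence polarization; Read-out: percent inhibition of probe binding, normalized to plate controls; Timing: pre-incubation 45 min, probe exposure 60 min, at 25 °C; Dosing: 8.92 µM, single dose.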
NR1D1 modulator: modulators of Rev-erb alpha DNA binding, primary screen, biochemical, FITC-DNA, fluorescence polarization, uHTS; Nuclear receptor subfamily 1 group D member 1 (Homo sapiens), P20393; Rev-erbα–FITC-DNA binding, 90 min; activity, % at 10 µM; hit rate 0.79% among 370,000; AID 1259318, 2017;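 active = activity above about 14%, limit read from the data; passing the limit was not always enough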;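 note: 0% = DMSO wells with 35 nM protein and 100% = DMSO wells with 750 nM protein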
PG9 binder: binders of HIV-1 gp120 antibody PG9, primary screen, biochemical, TR-FRET | TR-FRET gp120-PG9 antibody binding | inhibition, % at 6.7 µM | hit rate 0.43% among 360,000 | AID 624416, 2012; in the data active = inhibition above about 8.5%
TCR-CD3 inh: inhibitors of human TCR-CD3 interaction, primary screen, biochemical, fluorescence, TAMRA-labeled TCR probe; inhibition, % at 9.4 µM; AID 651800, 2012; hit rate 0.37% among 360,000; T-cell receptor (TCR); in the data active = inhibition above about 19%;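 note: recombinant mutant TCR 2C K166C tagged with TAMRA read by polarization; 0% = receptor in buffer alone and 100% = receptor with positive control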
LEDGF integ inh: blockers of LEDGF/p75-dependent integrase strand transfer – biochemical, TR-FRET, high throughput, primary screen; TR-FRET IN-LEDGF/p75 DNA integration, Eu/Cy5; hit rate 0.64% among 370,000; HIV-1 integrase (with human LEDGF/p75); inhibition, % at 3.7 µM;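 active = inhibition above the screen-wide mean plus 3 SD, cut at about 13% in these data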;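 note: signal is the Cy5 over europium emission ratio at 671 and 618 nm; 0% = plate median of compound wells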
MBD2 DNA inh: inhibitors of MBD2 binding to methylated DNA, primary screen, biochemical, TR-FRET, DNA-binding domain, human. Methyl-CpG-binding domain protein 2 (Homo sapiens), Q9UBB5. MBD2 binding to methylated oligonucleotide. hit rate 0.31% among 370,000. inhibition, % at 4.4 µM. AID 686964, 2013; in the data active = inhibition above about 13%
HTRA1 inhibitor: HTRA1 serine protease inhibitors, primary screen, biochemical, fluorescence polarization, HTS; AID 504803, 2011; hit rate 0.5% among 340,000; Q92743; recombinant HTRA1, FP-rhodamine activity-based probe; inhibition, % at 5.96 µM; in the data active = inhibition above about 36%;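 note: 0% = enzyme with DMSO and 100% = wells lacking enzyme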
Numbers without * were called inactive; . = no result given. An excerpt; the hit share may differ from the screen's.

SMILES	UHRF1 binding	rCAG binder	PRMT1 FP inh	mABHD4 FP	NR1D1 modulator	PG9 binder	TCR-CD3 inh	LEDGF integ inh	MBD2 DNA inh	HTRA1 inhibitor
CC1(C(=O)Nc2cccc(OC(F)(F)F)c2)Cc2c(-c3cccc(C(N)=O)c3)ccnc2O1 (configuration not stated)	-1	1	-2	-21	1	2.9	-1	2	-2	.
Cc1ccccc1OCc1ccc(C(=O)N2CCOCC2)o1	-1	-3	2	2	-3	-1.0	-5	-4	3	5
COc1ccc(-c2nc3ccccc3n(CC(C)C)c2=O)cc1	-2	-1	2	11	3	-0.1	2	-2	-6	.
O=C(c1ccccc1F)N1CCCC(C(=O)N2CCN(c3ccccc3)CC2)C1 (configuration not stated)	0	-9	2	-2	2	-0.4	2	1	5	1
COc1cccc(/C=C/C(=O)OCC(=O)NCc2ccco2)c1	0	17	-1	5	-3	-0.8	7	-2	3	-8
O=C(Oc1cc(Cl)ccc1Cl)C1=CC=CN2CCS(=O)(=O)N=C12	1	1	-3	-8	-4	-2.6	2	4	-2	-4
O=C1CN(C(=O)COC(=O)CCCOc2ccccc2)c2ccccc2N1	-1	2	0	-2	1	0.3	1	-2	-4	-8
N#C/C(=N\Nc1ccccc1)C(=N)N1CCCCCC1	-1	21	6	-7	5	-1.0	-1	-3	3	-49
O[C@@H]1[C@@H](O)[C@H](n2c3ccc(Cl)cc3c3ccc4c5cc(Cl)ccc5[nH]c4c32)OC[C@H]1O	-2	51*	2	-1	2	.	.	6	-1	.
CN(C)S(=O)(=O)c1ccc(Cl)c(C(=O)OCC(=O)NC(=O)c2cccn2C)c1	9	6	-1	0	1	-0.2	1	-2	0	-3

2 of the compounds above, bar-delimited.
structure | UHRF1 binding | rCAG binder | PRMT1 FP inh | mABHD4 FP | NR1D1 modulator | PG9 binder | TCR-CD3 inh | LEDGF integ inh | MBD2 DNA inh | HTRA1 inhibitor
O[C@@H]1[C@@H](O)[C@H](n2c3ccc(Cl)cc3c3ccc4c5cc(Cl)ccc5[nH]c4c32)OC[C@H]1O | -2 | 51* | 2 | -1 | 2 | . | . | 6 | -1 | .
CN(C)S(=O)(=O)c1ccc(Cl)c(C(=O)OCC(=O)NC(=O)c2cccn2C)c1 | 9 | 6 | -1 | 0 | 1 | -0.2 | 1 | -2 | 0 | -3

Continuation:
SMILES	UHRF1 binding	rCAG binder	PRMT1 FP inh	mABHD4 FP	NR1D1 modulator	PG9 binder	TCR-CD3 inh	LEDGF integ inh	MBD2 DNA inh	HTRA1 inhibitor
Cc1ccc(-c2nnc(SCC(=O)Nc3ccc(F)cc3F)n2Cc2ccco2)cc1	2	7	13	-5	6	.	.	4	4	.
COc1ccccc1N(C)S(=O)(=O)c1ccc(C(=O)NC(C)(C)C)cc1	0	-6	-2	-7	5	-1.8	2	-3	-1	-5
C=CC[C@H](CC(=O)N(CCO)Cc1ccccc1)C(=O)NC[C@H](OC(=O)[C@@H](CC=C)CC(=O)OC(C)(C)C)c1ccccc1	-1	-8	2	1	-5	0.3	2	-2	-1	-21
CCCCn1c(N)c(N(CCOC)C(=O)c2cc(-c3ccc(OC)c(OC)c3)nc3ccccc23)c(=O)[nH]c1=O	-1	0	3	-6	1	-1.0	8	1	-1	3
O=C(O)c1n[nH]c2c1CCCC2	-2	2	2	2	1	0.4	2	0	-3	9
O=C(Cc1ccccc1)Nc1cccc(C(=O)N/N=C/c2ccco2)c1	-1	1	0	-17	0	-1.7	9	-3	-2	-14
Cc1cccc(C)c1NC(=O)CN(C)CC(=O)N1CC(=O)Nc2ccccc21	0	1	-4	0	-2	-2.6	-5	2	-7	3
COc1ccccc1OCCC(=O)OCC(=O)NC(C)c1ccccc1 (configuration not stated)	8	-9	-1	3	-4	-1.2	-1	-3	1	-1
COC(=O)C1=C(NC(=O)c2ccccc2C)CCS1	2	-3	4	2	-2	7.8	4	0	-4	2
CCOc1ccc(NS(=O)(=O)c2ccc3c(c2)oc(=O)n3C)cc1	-2	2	0	3	4	0.0	3	-1	-2	-1
CN1CC(c2ccc(Cl)c(Cl)c2)[C@@]2(COc3ccccc3C2=O)[C@@]12C(=O)Nc1ccccc12 (some centres not stated)	4	1	-4	2	-1	-2.6	-2	3	-2	3
CC(=O)C1=CCC(c2ccccc2)N(S(=O)(=O)c2ccc(Cl)cc2)C1 (configuration not stated)	-2	1	-6	-3	0	-0.7	-4	0	-3	.
O=C1Cc2cc(NS(=O)(=O)c3ccc(Cl)cc3)cc3c2N1CCC3	-3	3	-1	8	5	-0.8	7	-2	0	1
O=C1C=CC(=O)N1N(c1ccccc1)c1ccccc1	1	1	50*	3	-3	0.0	1	1	-6	-3
O=C(N/N=C/C1CC2CCC1C2)c1c[nH]c2ccccc12 (configuration not stated)	-5	6	4	-11	-1	-3.2	1	0	-1	-22
CC(=O)C1=C(c2ccc(Br)cc2)C(=O)c2ccccc2C1=O	-3	5	14	17	8	-0.7	6	2	-5	6
O=C(NNC(=O)c1ccc(-c2ccccc2)cc1)Nc1ccc(F)cc1F	2	3	-2	-2	1	-0.3	2	3	0	8
COc1cccc(C(=O)/C=C2\NCCc3cc(OC)c(OC)cc32)c1	-5	0	1	-14	2	-2.5	0	6	-7	-4
CC(=O)N(c1ccc(N(C(C)=O)S(=O)(=O)c2ccccc2)cc1)S(=O)(=O)c1ccccc1	0	1	0	-1	-6	-0.8	-1	0	-1	-6
COC(=O)N/N=C\c1ccccc1OC/C=C/c1ccccc1	1	-6	-3	-5	-4	-2.0	-7	-3	-2	-24
O=S1(=O)C[C@H](N2CCCC2)[C@@H](COCc2ccccc2)N1	1	4	7	-4	4	-2.1	-7	-6	1	.
CCOC(=O)c1cc(C)sc1/N=C/C1C(=O)CCCC1=O	3	0	0	2	-1	-0.5	2	1	-2	11
Cc1ccccc1Nc1c(-c2cccnc2)nc2ccc(Br)cn12	-1	3	-5	-5	-1	-0.1	3	1	0	-16
CCCCn1c(N)c(N(CC(C)C)C(=O)CSc2ccc([N+](=O)[O-])cc2)c(=O)[nH]c1=O	-4	5	3	4	-3	1.1	1	1	2	-2
CC1(C(=O)Nc2ccc3c(c2)OCO3)CCN1C(=O)C1(c2ccc(Cl)cc2)CC1 (configuration not stated)	8	3	6	-7	6	1.7	-2	-4	3	.
COc1ccc(C#Cc2ccc3c(c2)O[C@H](CN(C)C(C)=O)[C@H](C)CN([C@@H](C)CO)S3(=O)=O)cc1	-2	5	-5	-4	-3	-0.9	0	4	9	-21
COC(=O)C1=C(C)N(C(C)c2ccccc2)C(=O)/C1=C\c1ccco1 (configuration not stated)	0	7	10	3	-1	0.4	-5	-4	0	4
Cc1ccc(S(=O)(=O)N2CCCC2CNC(=O)C(=O)Nc2ccccc2)cc1 (configuration not stated)	1	4	-1	-4	4	-0.9	1	2	5	-10
O=C1[C@@H]2CSCCS(=O)(=O)N2C(=O)N1C1CCCCC1	-3	2	-3	1	6	-0.1	1	0	1	.
O=C1CCC[C@H]2C[C@H](NCc3ccc(Cl)c(Cl)c3)CC[C@]23CCCN13	-1	.	-2	7	-1	.	.	-3	-3	.
CCn1c(SCc2cccc(F)c2)nc2c(c1=O)SCC2	2	-5	1	-5	1	0.7	6	2	-3	0
CCOc1ccc(NC(=O)Cc2ccccc2)c([N+](=O)[O-])c1	1	-2	2	4	0	-2.3	2	3	-4	-1
CCOC(=O)c1nn(-c2ccc(OCC)cc2)c(C)c1C(C)=O	-3	-6	3	1	-1	-2.4	6	0	3	-2
O=C(O)c1cccc(N2C(=O)C3CC=C(Cl)CC3C2=O)c1 (configuration not stated)	1	4	0	-4	1	-0.6	2	-1	-5	5
COc1ccccc1NC(=O)CN1C(=O)CCS(=O)(=O)c2ccccc21	0	1	5	1	1	0.3	-3	2	-3	11
O=C(COc1ccc([N+](=O)[O-])cc1)N1CCN(c2nnc(-c3ccccc3)c3ccccc23)CC1	3	1	-2	-1	1	-2.4	5	3	2	0
CCOC(=O)c1cn(CC)c2ccc(S(=O)(=O)N3CCC(C)CC3)cc2c1=O	5	0	-2	0	5	1.4	-3	3	1	4
COc1ccc(S(=O)(=O)N2CCN(Cc3ccccc3)CC2)cc1OC	-2	-7	-3	-1	3	0.0	1	-3	-1	3
COc1ccc(S(=O)(=O)n2nc(-c3ccc(Cl)cc3)cc2N)cc1OC	0	9	-2	-17	-3	1.6	1	-1	-1	-21
COc1cccc(-c2noc(C3CCCN(C(=O)c4ccc(F)cc4F)C3)n2)c1 (configuration not stated)	-2	-8	-1	-3	-6	0.6	3	-2	1	3

Molecules from the list above containing a Cl atom (10):
SMILES	UHRF1 binding	rCAG binder	PRMT1 FP inh	mABHD4 FP	NR1D1 modulator	PG9 binder	TCR-CD3 inh	LEDGF integ inh	MBD2 DNA inh	HTRA1 inhibitor
O=C(Oc1cc(Cl)ccc1Cl)C1=CC=CN2CCS(=O)(=O)N=C12	1	1	-3	-8	-4	-2.6	2	4	-2	-4
O[C@@H]1[C@@H](O)[C@H](n2c3ccc(Cl)cc3c3ccc4c5cc(Cl)ccc5[nH]c4c32)OC[C@H]1O	-2	51*	2	-1	2	.	.	6	-1	.
CN(C)S(=O)(=O)c1ccc(Cl)c(C(=O)OCC(=O)NC(=O)c2cccn2C)c1	9	6	-1	0	1	-0.2	1	-2	0	-3
CN1CC(c2ccc(Cl)c(Cl)c2)[C@@]2(COc3ccccc3C2=O)[C@@]12C(=O)Nc1ccccc12 (some centres not stated)	4	1	-4	2	-1	-2.6	-2	3	-2	3
CC(=O)C1=CCC(c2ccccc2)N(S(=O)(=O)c2ccc(Cl)cc2)C1 (configuration not stated)	-2	1	-6	-3	0	-0.7	-4	0	-3	.
O=C1Cc2cc(NS(=O)(=O)c3ccc(Cl)cc3)cc3c2N1CCC3	-3	3	-1	8	5	-0.8	7	-2	0	1
CC1(C(=O)Nc2ccc3c(c2)OCO3)CCN1C(=O)C1(c2ccc(Cl)cc2)CC1 (configuration not stated)	8	3	6	-7	6	1.7	-2	-4	3	.
O=C1CCC[C@H]2C[C@H](NCc3ccc(Cl)c(Cl)c3)CC[C@]23CCCN13	-1	.	-2	7	-1	.	.	-3	-3	.
O=C(O)c1cccc(N2C(=O)C3CC=C(Cl)CC3C2=O)c1 (configuration not stated)	1	4	0	-4	1	-0.6	2	-1	-5	5
COc1ccc(S(=O)(=O)n2nc(-c3ccc(Cl)cc3)cc2N)cc1OC	0	9	-2	-17	-3	1.6	1	-1	-1	-21
